# p53ts 32C kill: cytotoxicity in p53ts cells at permissive temperature | H1299-p53A138V at 32C, ATP luminescence viability, 24 h | Potency, µM (top dose mostly 46.1 µM), for the others: at the highest dose activity change, negative = cytotoxicity, hits mostly cytotoxic | 130,000 tested, 0.93% active | AID 924;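 also: 0% = DMSO and -100% = full killing by reference compound; nearly all actives have a fitted effect of over 55% in size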
#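 Cells: H1299 p53ts (A138V), 600/well, pre-incubated 16–30 h at 37C. Cpd up to 46 uM, 24 h, 32C. Readout: ATPlite luminescence, 20 min RT. Normalization: DMSO vs tamoxifen 100 uM. AC50 by Hill equation.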
# IkB signaling: suppresses IkB signaling in ABC-DLBCL reporter cells. ABC-DLBCL IkBa-CBG/CBR dual luciferase ratio, 4 h; response scale: scaled: untreated 0%, proteasome inhibitor 100%. Potency, µM (doses to about 57.1 µM), for the others: at the top dose IkBa stabilization activation. 110,000 tested, 0.04% active. AID 445; active = well fitted curve in the direction sought with a large enough effect in the signal ratio, not every such curve was filed as active; inconclusive = small, poorly fitted or top-dose-only effect, or a change in a side signal; the % refers to the signal ratio;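 also: the direction sought is a rising ratio; 0% = basal untreated cells and 100% = reference inhibitor full response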
#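 Curves were fitted separately to fusion (green), unfused (red) and ratio luminescence, then classed by r2, magnitude and activity. Cells: OCI-Ly3, 4 h compound plus doxycycline at 37C; 10 uM MG-132 defined full response.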
# Imprint erasure: inducers of genomic imprint erasure in mouse ES cells. mouse ES Peg3-LacZ reporter, beta-gal luminescence, 40 h. Potency, µM (doses to about 60.7 µM), inactives show at the highest dose activity change, positive = activation, usual class: activators. 110,000 tested, 0.02% active. AID 1948;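 also: 0% = negative control wells on the plate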
#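 Readout: BetaGlo luminescence (5 min, room temp) for LacZ from the normally silent maternal Peg3 allele in female Peg3LacZ-Neo ES cells. Cells 300/well, 40 h, 37C, 5% CO2. Data normalized per plate to negative controls.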
# p53ts 39C tox: kills p53ts cells at the nonpermissive temperature. 130,000 tested, 1.5% active. Potency, µM (titrated, usually from 46.1 µM), for the others: top-dose activity change, negative = cell killing, usual class: cytotoxic. H1299-p53A138V viability at 39C, ATP luminescence, 24 h; also: nearly all actives have a fitted effect of over 55% in size
# * hit, by the source's call; ? = inconclusive; . = no result given; [ ] = another dose, or the depositor's remark. Unless noted, calls follow the shape of the dose curve; as a rule, active = well fitted curve in the direction sought with a large enough effect; inconclusive = small, poorly fitted or top-dose-only effect, or another doubt; inactive = no such curve, though single readings can be large; an effect the other way counts as inactive or inconclusive. Unless noted, % is scaled to controls: 0 for no effect and ±100 for the full control effect; potency is read from the fitted curve at half-maximal effect. Outcome played no part in choosing rows; 1.8% or so of the library scored in one or more.
# The opening 3 records (preview)
SMILES,p53ts 32C kill,IkB signaling,Imprint erasure,p53ts 39C tox
COc1ccc(N2CCN(c3nc(Cl)nc(N4CCOCC4)n3)CC2)cc1,-4%,.,.,-11%
COc1cc(C(=O)N(Cc2ccccn2)CC2CCCO2)cc(OC)c1OC (configuration not stated),1%,0.1%,-6%,-2%
CCOc1ccc(-c2cnc(NCc3ccc(OC)cc3OC)n2C)cc1,-8%,-0.7%,-23%[10.9 µM],-3%

# The listing, repeating the preview:
SMILES,p53ts 32C kill,IkB signaling,Imprint erasure,p53ts 39C tox
COc1ccc(N2CCN(c3nc(Cl)nc(N4CCOCC4)n3)CC2)cc1,-4%,.,.,-11%
COc1cc(C(=O)N(Cc2ccccn2)CC2CCCO2)cc(OC)c1OC (configuration not stated),1%,0.1%,-6%,-2%
CCOc1ccc(-c2cnc(NCc3ccc(OC)cc3OC)n2C)cc1,-8%,-0.7%,-23%[10.9 µM],-3%
CCOC(=O)C1CCCN(S(=O)(=O)c2cccc3cccnc23)C1 (configuration not stated),3%,-1.8%,2%,9%
COc1ccc(CC(NC(C)=O)C(=O)NC2CCN(C(=O)NCc3ccccc3)CC2)cc1OC (configuration not stated),10%,-1.4%,-7%,1%
CCOc1ccccc1C(=O)NCC(=O)OCC(=O)c1ccc2c(c1)OCCO2,-2%,0.4%,15%,7%
CCN(CC)CCCNC(=O)c1cn(CC(C)C)c(=O)c2c1c1ccccc1n2C,-6%,3.3%,-5%[10.9 µM],-10%
O=C1Nc2ccc(S(=O)(=O)Nc3ccccc3O)c3cccc1c23,12%,?,12%[10.9 µM],8%
COC(=O)c1cnc2ccccc2n1,-11%,.,.,1%
Cc1ccc2nc(-c3ccccc3)c(NC(=O)c3ccco3)n2c1,3%,.,.,24%
CCOc1ccccc1Oc1coc2cc(O)ccc2c1=O,12%,1.3%,-37%[inhibitor],3%
C[C@@]12C[C@@H](O)[C@H]3[C@@H](CCC4=CC(=O)CC[C@]43C)[C@H]1CC[C@H]2C(=O)CO,9%[20.6 µM],?,?,6%[20.6 µM]
Cc1ccc(C)c(N2CCN(C(=O)CCc3nnc4n(CC(C)C)c(=O)c5ccccc5n34)CC2)c1,2%,?,-8%[10.9 µM],-6%
COc1ccc(C)cc1NC(=O)CCNC(=O)Cn1ccc2ccccc2c1=O,12%,?,-4%[10.9 µM],-20%
O=C(c1csnn1)N1CCC[C@@]2(CCN(c3ccccc3)C2)C1,8%,1.0%[11.4 µM],.,-1%
O=C(CCc1ccccc1)Nc1ccc(NC(=O)C2CC2)nc1,3%,-1.9%,-4%,1%
COc1ccc2nc(NC(=O)C3CCCN(S(=O)(=O)c4cccs4)C3)sc2c1 (configuration not stated),11%,?,-23%,-6%
O=C(c1cnc2sccn2c1=O)N1CCCc2ccccc21,4%,0.7%,0%,1%
Cc1oc2ncn(CC(C)C)c(=O)c2c1C(=O)N(CCN(C)C)Cc1ccccc1,-10%,-1.1%,-6%[10.9 µM],-9%
CCCn1c(SCC(=O)N2c3ccccc3CC2C)nnc1-c1ccco1 (configuration not stated),-1%,.,.,-8%
CCOc1ccc(OCC)c(NS(=O)(=O)c2ccc(-c3coc(C)n3)cc2)c1,7%,1.7%,5%[10.9 µM],-18%
CCCCOc1ccc(C(=O)NCCc2csc(-c3ccc(OC)cc3)n2)cc1,-6%,?,-5%[10.9 µM],-1%
Cn1c(=O)c2c(n(C)c1=O)=NC1(CCCCC1)N=2,2%,2.8%,-19%,-11%
CC1(C)O[C@@H]2C[C@H]3[C@H]4C[C@H](F)C5=CC(=O)CC[C@]5(C)[C@@H]4[C@H](O)C[C@]3(C)[C@]2(C(=O)CO)O1,0%[20.6 µM],?,3%[16.8 µM],-2%[20.6 µM]
O=C(CC1CCCCC1)OCn1nnc2ccccc2c1=O,3%,-2.0%,-17%,-14%

# (list continues)
SMILES,p53ts 32C kill,IkB signaling,Imprint erasure,p53ts 39C tox
Cc1[nH]c2ccccc2c1NC(=O)CN1CCN(Cc2ccc3c(c2)OCO3)CC1,5%,1.6%,-12%,-7%
CCOC(=O)c1sc(N)nc1-c1ccccc1,2%,-2.3%,21%,9%
Cc1cccc(-n2c(Cc3ccccc3)nnc2SCc2nc(-c3cccs3)no2)c1,49%[activator],?,-4%[10.9 µM],5%
CCOc1ccc(-c2nc3c(c(SCC(=O)N4CCCCC4)n2)Cc2ccccc2O3)cc1,5%,?,-11%[10.9 µM],1%
Cc1ccccc1N1C(=O)C(Cl)=C(N2CCN(c3ccccc3)CC2)C1=O,2%,4.4%,-18%,-4%
CCc1ccc(OC)c(S(=O)(=O)NCCOc2ccccc2)c1,-5%,0.8%,-9%,5%
CCCCCCNC(=O)Nc1ccc(S(=O)(=O)Nc2ccc(CCNC[C@H](O)COc3ccc(O)cc3)cc2)cc1,4%,.,-36%[inhibitor],-23%
COc1ccc(Cl)cc1-n1c(=S)sc2c(=O)[nH]c(SCC(=O)NCC3CCCO3)nc21 (configuration not stated),4%,1.0%,-4%,4%
N#Cc1nc(-c2ccc(Cl)cc2)oc1NCCc1ccccn1,3%,0.3%,-5%,5%
Cc1cc(C)c2[nH]c(=O)c(C(c3nnnn3Cc3ccc4c(c3)OCO4)N3CCC(C)CC3)cc2c1 (configuration not stated),-12%,1.7%,-6%,12%
CC(C(=O)Nc1sccc1C(N)=O)N1C(=O)C2CC=CCC2C1=O (configuration not stated),6%,0.7%,5%,0%
CC(=O)c1ccc(N2C(=O)NC3(CCCCC3)C2=O)cc1,-14%,-4.0%,-3%,-2%
Nc1nnc(COc2cccc(C(F)(F)F)c2)s1,-9%,-0.4%,13%,6%
CCc1ccc(CN(C(=O)Nc2cccc(Cl)c2)c2ccccn2)cc1,-3%,-2.4%,-17%[10.9 µM],-5%
CCOC(=O)CNC(=O)CSc1ncnc2c1cnn2-c1ccc(Cl)cc1,-1%,-0.7%,-6%,5%
COc1ccc(CCNC(=O)c2ccc3c(c2)N(Cc2ccccc2)CCS3)cc1OC,-12%,?,-4%[10.9 µM],-20%
Cc1nnc(NC(=O)c2ccc(C)c(S(=O)(=O)N3CCCCCC3)c2)s1,0%,1.9%,-13%,-5%
CCOc1ccc(C(C#N)N2CCOCC2)cc1OC (configuration not stated),3%,-0.8%,-7%,-4%
COc1ccc(OC)c(S(=O)(=O)Nc2ccc3oc4c(c3c2)C(=O)CCC4)c1,-3%,?,-16%,-4%
COC(=O)CCC(=O)c1oc2ccc(Cl)cc2c1NC(=O)CCCN1C(=O)c2ccccc2C1=O,22%,-0.6%,-10%,10%
CCCSc1nc(-c2ccccc2)[nH]c1S(=O)(=O)c1ccc(C)cc1,13%,?,-19%[10.9 µM],-15%
O=C(Nc1ccccc1Br)N1CCC(CN2CCCC2)CC1,4%,-1.7%,-15%[10.9 µM],11%
Cc1c2cnn(CC(=O)NCc3ccc(F)cc3)c(=O)c2c(C)n1Cc1cccc(Cl)c1,1%,0.5%,-7%[10.9 µM],?
COc1ccc2cc(C(=O)N3CCOCC3)sc(=O)c2c1OC,12%,0.7%,-9%,3%
CCOc1ccc(OCC)c(NS(=O)(=O)c2cc(-c3onc(C)c3C)ccc2OC)c1,4%,0.8%,-12%[10.9 µM],-7%

# (continued)
SMILES,p53ts 32C kill,IkB signaling,Imprint erasure,p53ts 39C tox
COc1ccc(N2CC(NC(=O)C3CC3)CC2=O)cc1OC (configuration not stated),7%,1.2%,-8%[10.9 µM],-21%
Cc1cc(C)cc(N2C(=O)CSC23C(=O)N(CC(N)=O)c2ccccc23)c1 (configuration not stated),-3%,0.4%,10%[10.9 µM],11%
O=C(CSc1nc(=O)n(CCN2CCOCC2)c2c1CCC2)Nc1ccc(Cl)c(Cl)c1,0%,?,11%[10.9 µM],4%
CC1CCCN(C(=O)CSc2c3c(nc4cc(Cl)ccc24)CCCC3)C1 (configuration not stated),25µM*,9.2%,-14%[10.9 µM],?
Cc1cccc(NC(=O)c2ccc(NS(=O)(=O)c3c(C)noc3C)cc2)c1,5%,0.1%,-27%,-3%
CC1NC(=O)N(C)C2NC(=O)N(C)C(c3ccccc3)C12 (configuration not stated),-10%,-0.9%,.,5%
COc1ccc(-c2nc(CSc3nncn4c3cc3sccc34)c(C)o2)cc1OC,6%,-0.8%,-15%[10.9 µM],-20%
COC(=O)c1[nH]c2cc(OC)ccc2c1NC(=O)CCN1CCN(Cc2ccc3c(c2)OCO3)CC1,6%,-0.1%,-24%,25%
C=CCn1c(CNC(=O)CCC)nc2ccccc21,2%,-1.6%,-15%,3%
O=C1[C@@H]2[C@@H]3C=C[C@H]([C@@H]2C(=O)N1CN1CCSCC1)[C@@H]1[C@@H]2C(=O)N(CN4CCSCC4)C(=O)[C@@H]2[C@H]31,3%[9.22 µM],-0.2%[11.4 µM],.,9%[9.22 µM]
CCOC(=O)Nc1ccc2c(C)cc(=O)oc2c1,-13%,-2.2%,-67%[inhibitor],-16%
CNS(=O)(=O)c1cccc(C(=O)NCC(c2cccs2)N(C)C)c1 (configuration not stated),4%,2.1%,-7%,1%
COc1ccc(C(=O)N2CCN=C2SCc2cccnc2)cc1OC,5%,-2.9%,-13%,0%
CCCCn1nnnc1NCc1ccc(OC)c(OC)c1OC,2%,-0.9%,-5%,7%
CCn1nc(C)c2c(-c3ccccc3)cc(=O)n(C(C)C(=O)Nc3ccc(OC)c(OC)c3)c21 (configuration not stated),1%,-0.2%,-15%[10.9 µM],-20%
Cc1ccc(N=C2NC(=O)CS2)c(C)c1,3%,1.0%,-26%,5%
COCCNC(=O)CSc1nc(-c2ccc(C)cc2)[nH]c1-c1ccc(OC)cc1,6%,?,-6%[10.9 µM],7%
C#CC(C)(CC)NC(=O)Cn1nnc(-c2ccc(OCc3ccccc3Cl)cc2)n1 (configuration not stated),-2%,-1.6%,-16%[10.9 µM],-8%
O=C(CSc1nnc(-c2cccnc2)n1Cc1ccco1)c1ccc2ccccc2c1,-3%,-0.6%,-5%,9%
COc1ccc(-c2nnc(-c3ccc(N)cc3)o2)cc1,?,1.9%,-49%[inhibitor],?
O=C(C1COc2ccccc2O1)N1CCn2c(nc3ccccc32)C1 (configuration not stated),4%,3.1%,-1%,0%
Cc1ccc(N=Cc2nc(-c3ccco3)oc2O)cc1,-1%,4.5%,-22%,-17%
Cc1cc2n(n1)CCCN2C(=O)Nc1ccccc1C(F)(F)F,-1%,-1.5%,-9%[10.9 µM],-8%
COC(=O)c1cc(=O)c2ccc(OC)cc2o1,0%,-0.7%,2%,-1%
Cn1nc(-c2ccc(Cl)cc2)c2cc(C(=O)N3CCCC3)sc21,1%,?,-21%,-6%
CC1Cc2ccccc2N1C(=O)Cn1nnc(-c2ccccc2NC(=O)C2CCC2)n1 (configuration not stated),5%,1.1%,-9%,-2%

# Some of the entries so far, as tab-separated lines.
smiles	p53ts 32C kill	IkB signaling	Imprint erasure	p53ts 39C tox
O=C1[C@@H]2[C@@H]3C=C[C@H]([C@@H]2C(=O)N1CN1CCSCC1)[C@@H]1[C@@H]2C(=O)N(CN4CCSCC4)C(=O)[C@@H]2[C@H]31	3%[9.22 µM]	-0.2%[11.4 µM]	.	9%[9.22 µM]
COc1ccc(-c2nc(CSc3nncn4c3cc3sccc34)c(C)o2)cc1OC	6%	-0.8%	-15%[10.9 µM]	-20%
Cc1cccc(NC(=O)c2ccc(NS(=O)(=O)c3c(C)noc3C)cc2)c1	5%	0.1%	-27%	-3%

# Profiles as entered above. Order of values: p53ts 32C kill	IkB signaling	Imprint erasure	p53ts 39C tox
# CCOC(=O)Nc1ccc2c(C)cc(=O)oc2c1 in the list: -13%	-2.2%	-67%[inhibitor]	-16%
# CCOC(=O)c1sc(N)nc1-c1ccccc1 in the list: 2%	-2.3%	21%	9%
# CCc1ccc(CN(C(=O)Nc2cccc(Cl)c2)c2ccccn2)cc1 in the list: -3%	-2.4%	-17%[10.9 µM]	-5%
# CNS(=O)(=O)c1cccc(C(=O)NCC(c2cccs2)N(C)C)c1 (configuration not stated) in the list: 4%	2.1%	-7%	1%

# Screens (PubChem BioAssay)
